High-throughput results (PubChem BioAssay)
Gli-Sufu antag: blocks Gli-Sufu signaling in a luciferase reporter; Sufu-KO-LIGHT fibroblasts, Gli luciferase reporter luminescence; inhibition, % at 5 µM; 340,000 tested, 0.74% active; AID 588413;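 active means inhibition above about 55%, limit read from the data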;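 further: 0% = DMSO-treated cells and 100% = wells with medium but no cells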
GRIN3A LBD mod: NR3A (human) ligand-binding domain modulation; 340,000 tested, 2.5% active; NR3A LBD differential scanning fluorimetry, Tm shift; 0% = protein alone, 100% = glycine-bound protein; Tm shift relative to glycine control, % at 25 µM;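 active means melting temperature shift of at least 10% of the positive control shift, at one fixed dose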
EBI2 antag: EBI2 (human) antagonism. 360,000 tested, 0.81% active. inhibition, % at 5 µM. P32249. EBI2 beta-arrestin recruitment, luminescence, 7a,25-OHC stimulated; in the data active means inhibition above about 38%;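 further: enzyme fragment complementation signal reports receptor beta-arrestin coupling in cells; 0% = agonist plus DMSO wells and 100% = wells without agonist; some results beyond the cut were filed as inactive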
Target sequence (P32249 whole entry, looked up, the tested form may be a part): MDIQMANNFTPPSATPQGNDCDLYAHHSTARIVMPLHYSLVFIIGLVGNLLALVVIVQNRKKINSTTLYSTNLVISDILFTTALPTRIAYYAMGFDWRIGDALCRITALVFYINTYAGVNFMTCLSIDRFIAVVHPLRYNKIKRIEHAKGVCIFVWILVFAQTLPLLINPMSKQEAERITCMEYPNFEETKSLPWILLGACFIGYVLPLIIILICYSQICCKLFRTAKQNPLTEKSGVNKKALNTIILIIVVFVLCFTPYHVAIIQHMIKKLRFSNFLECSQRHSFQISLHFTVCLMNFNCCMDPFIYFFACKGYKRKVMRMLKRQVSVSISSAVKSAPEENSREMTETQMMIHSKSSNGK
MPTP inh: blocks calcium-induced mitochondrial swelling | isolated mouse mitochondria, Ca2+ swelling absorbance, 30 min | inhibition, % at 10 µM | 360,000 tested, 1.4% active;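 active means inhibition of 50% or more, scaled per plate between neutral and stimulator controls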;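 further: 0% = DMSO wells given calcium and 100% = 1 mM EGTA wells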
APOBEC3G inh: blocks human APOBEC3G single-stranded DNA deamination; Q9HC16; recombinant A3G, ssDNA deamination FAM/TAMRA fluorescence; inhibition, % at 20 µM; 330,000 tested, 0.28% active;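 active means inhibition of at least 40% at 20 µM, with no more than 30% in the related APOBEC3A deaminase screen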;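 further: plate controls were DMSO wells with A3G for no effect and wells lacking A3G enzyme for full effect; some compounds called inactive have numbers as strong as hits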
Target sequence (Q9HC16 whole entry, looked up): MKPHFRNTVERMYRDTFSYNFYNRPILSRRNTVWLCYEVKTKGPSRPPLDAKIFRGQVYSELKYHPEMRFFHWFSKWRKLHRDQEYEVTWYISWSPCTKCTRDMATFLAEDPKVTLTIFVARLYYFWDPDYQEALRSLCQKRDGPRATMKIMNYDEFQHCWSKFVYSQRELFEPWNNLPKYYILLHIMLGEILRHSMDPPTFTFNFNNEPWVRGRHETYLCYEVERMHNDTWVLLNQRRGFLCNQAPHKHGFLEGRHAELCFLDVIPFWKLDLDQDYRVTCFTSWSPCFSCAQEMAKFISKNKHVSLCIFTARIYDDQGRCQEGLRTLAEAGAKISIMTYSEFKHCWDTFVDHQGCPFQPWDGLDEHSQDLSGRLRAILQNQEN
APOBEC3A inh: blocks human APOBEC3A ssDNA deamination; P31941; recombinant A3A, FAM/TAMRA ssDNA deamination fluorescence; inhibition, % at 20 µM; 330,000 tested, 0.41% active; AID 493011;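 active means at least 40% inhibition at 20 µM here, with at most 30% in a related deaminase screen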;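 further: plate controls were A3A with DMSO for no effect and wells lacking A3A enzyme for full effect; some results filed as inactive read as strong as hits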
Target sequence (P31941 whole entry, looked up): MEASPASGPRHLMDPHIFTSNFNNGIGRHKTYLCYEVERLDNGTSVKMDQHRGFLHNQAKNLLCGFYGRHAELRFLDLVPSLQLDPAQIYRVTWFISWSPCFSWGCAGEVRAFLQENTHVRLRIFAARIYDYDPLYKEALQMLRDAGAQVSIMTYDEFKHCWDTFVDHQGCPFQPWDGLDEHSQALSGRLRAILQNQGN
CXCR6 inh: CXCR6 (human) receptor inhibition | inhibition, % at 20 µM | O00574 | 360,000 tested, 0.36% active | CHO-K1 PathHunter CXCR6 beta-arrestin, luminescence | AID 602244; in the data active means inhibition above about 34%, passing the limit was not always enough;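 further: antagonist mode with CXCL16 agonist at 10 nM final; 0% = 10 nM CXCL16 with DMSO and 100% = unstimulated wells without agonist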
CCR6 antagonist: antagonists of human CCR6 receptor; inhibition, % at 20 µM; CHO-K1 CCR6 PathHunter beta-arrestin, luminescence, CCL20-stimulated; P51684; AID 493098; 340,000 tested, 0.49% active;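 active means compounds whose inhibition of the agonist-driven luminescence signal at 20 µM reaches about 50%, limit read from the data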;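 further: cells stimulated with CCL20 at 14 nM final; plate controls were DMSO with CCL20 for no effect and DMSO without agonist for full effect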
* hit, by the source's call; & = joins results of further samples.

Results for COc1ccc(C)cc1NC(=O)CO/N=C(\N)CC(=O)NC1CCCCC1 ?
Gli-Sufu antag: -12; GRIN3A LBD mod: -1; EBI2 antag: -6; MPTP inh: -1.4; APOBEC3G inh: -7; APOBEC3A inh: -3; CXCR6 inh: 0; CCR6 antagonist: 6

How did CCOC(=O)[C@H]1[C@H]2COc3ccc(OC)cc3[C@@H]2N2C(=O)CN(CC3CCCO3)C(=O)[C@@]12C (some centres undefined) do in these assays?
Gli-Sufu antag: -7; GRIN3A LBD mod: -2; EBI2 antag: 0; MPTP inh: -0.5; APOBEC3G inh: -7; APOBEC3A inh: -2; CXCR6 inh: -5; CCR6 antagonist: 2

How did O=C(COc1ccc([N+](=O)[O-])cc1Cl)N1CCc2ccccc21 do in these assays?
Gli-Sufu antag: -6; GRIN3A LBD mod: -1; EBI2 antag: 1; MPTP inh: 0.1; APOBEC3G inh: -4; APOBEC3A inh: 0; CXCR6 inh: -8; CCR6 antagonist: 14

What do the screens show for `NS(=O)(=O)c1ccc(CCNC(=O)CSc2ccc(Cl)cc2Cl)cc1`?
Gli-Sufu antag: 11; GRIN3A LBD mod: 0; EBI2 antag: -6; MPTP inh: 2.8; APOBEC3G inh: -4; APOBEC3A inh: 7; CXCR6 inh: -2; CCR6 antagonist: 11

Results for Cc1cc2c(cc1S(=O)(=O)N(C)Cc1ccccc1)OCC(=O)N2 ?
Gli-Sufu antag: 2; GRIN3A LBD mod: 3; EBI2 antag: -3; MPTP inh: -2.1; APOBEC3G inh: -6; APOBEC3A inh: -3; CXCR6 inh: -19; CCR6 antagonist: -7

How did Cc1ccc(S(=O)(=O)N2CCN(C(=O)c3ccccc3)C2C(C)C)cc1 (centres undefined) do in these assays?
Gli-Sufu antag: 8; GRIN3A LBD mod: -5; EBI2 antag: 1; MPTP inh: 0.1; APOBEC3G inh: -2; APOBEC3A inh: -4; CXCR6 inh: 4; CCR6 antagonist: 5

What do the screens show for `Cc1noc(NS(=O)(=O)c2ccc(NC(=O)c3cc4ccccc4o3)cc2)c1C`?
Gli-Sufu antag: 9; GRIN3A LBD mod: -2; EBI2 antag: 12; MPTP inh: -0.6; APOBEC3G inh: 7; APOBEC3A inh: 0; CXCR6 inh: 5; CCR6 antagonist: 7

What do the screens show for `COc1ccccc1N=NC1=C(O)CC(C)(C)CC1=O`?
Gli-Sufu antag: 3; GRIN3A LBD mod: -2; EBI2 antag: 5; MPTP inh: 0.1; APOBEC3G inh: -4; APOBEC3A inh: -4; CXCR6 inh: 18; CCR6 antagonist: 26

What do the screens show for `Cc1ccc2nc(Cl)c(/C=C/C(=O)c3ccco3)cc2c1`?
Gli-Sufu antag: -27; GRIN3A LBD mod: 0; EBI2 antag: -2; MPTP inh: 4.5; APOBEC3G inh: -1; APOBEC3A inh: -1; CXCR6 inh: 0; CCR6 antagonist: 8

Results for COc1ccc(C2C(C#N)=C(C)NC3=C2C(=O)CC(C)(C)C3)c(OC)c1 (centres undefined) ?
Gli-Sufu antag: -3; GRIN3A LBD mod: 0; EBI2 antag: -6; MPTP inh: -2.0; APOBEC3G inh: -2; APOBEC3A inh: -1; CXCR6 inh: 2; CCR6 antagonist: 1

Results for FC(F)Oc1ccc(NC(=S)NCc2nc3ccccc3[nH]2)cc1 ?
Gli-Sufu antag: 1; GRIN3A LBD mod: -6; EBI2 antag: -5; MPTP inh: 10; APOBEC3G inh: -5; APOBEC3A inh: -1; CXCR6 inh: -7; CCR6 antagonist: 7

What do the screens show for `CC(C)(C)c1csc(N(CCC#N)CCC#N)n1`?
Gli-Sufu antag: 7; GRIN3A LBD mod: 14*; EBI2 antag: 2; MPTP inh: 0.1; APOBEC3G inh: -8; APOBEC3A inh: -3; CXCR6 inh: 4; CCR6 antagonist: 0

What do the screens show for `Cc1cccc(Oc2coc3cc(OC(=O)c4cccs4)ccc3c2=O)c1`?
Gli-Sufu antag: -19; GRIN3A LBD mod: 1; EBI2 antag: -8; MPTP inh: -0.3; APOBEC3G inh: -1; APOBEC3A inh: 2; CXCR6 inh: -2; CCR6 antagonist: 11

How did Cc1cccc(Nc2ccc(S(=O)(=O)N3CCOCC3)cc2[N+](=O)[O-])c1 do in these assays?
Gli-Sufu antag: 3; GRIN3A LBD mod: -2; EBI2 antag: -3; MPTP inh: 0.2; APOBEC3G inh: 0; APOBEC3A inh: 0; CXCR6 inh: -11; CCR6 antagonist: 21

Results for CC(C)(C)NC(=O)COc1ccc(CNCc2cccs2)cc1 ?
Gli-Sufu antag: 4; GRIN3A LBD mod: 2; EBI2 antag: 4; MPTP inh: 1.6; APOBEC3G inh: -6; APOBEC3A inh: -2; CXCR6 inh: 2; CCR6 antagonist: 21

What do the screens show for `CC(C)Cn1c(-c2ccc(Cl)cc2)cnc1SCC(=O)N1CCOCC1`?
Gli-Sufu antag: 4; GRIN3A LBD mod: -8; EBI2 antag: -25; MPTP inh: 0.2; APOBEC3G inh: -5; APOBEC3A inh: 0; CXCR6 inh: 10; CCR6 antagonist: 7

What do the screens show for `CCCn1c(C2CCCN2c2nc(-c3ccc(C)cc3)cs2)nc2cc(Cl)c(N3CCCCC3)cc21` (centres undefined)?
Gli-Sufu antag: -2; GRIN3A LBD mod: -3; EBI2 antag: -7; MPTP inh: -0.1; APOBEC3G inh: 6; APOBEC3A inh: 3; CXCR6 inh: 18; CCR6 antagonist: 10

How did C/C(N)=C(/C#N)C(=O)COC(=O)C(NS(=O)(=O)c1ccc(Cl)cc1)C(C)O (centres undefined) do in these assays?
Gli-Sufu antag: -9&1; GRIN3A LBD mod: -3&-1; EBI2 antag: -5&-15; MPTP inh: -1.1&-0.5; APOBEC3G inh: -4; APOBEC3A inh: -2; CXCR6 inh: -2&-2; CCR6 antagonist: 5&-6

How did O=C(c1cc(-c2cccc(Cl)c2)on1)N1CCOCC1 do in these assays?
Gli-Sufu antag: -77; GRIN3A LBD mod: 3; EBI2 antag: 0; MPTP inh: 0.3; APOBEC3G inh: -9; APOBEC3A inh: -3; CXCR6 inh: -4; CCR6 antagonist: -5

How did O=C1OC(N2C(=O)CC[C@H]2C(=O)Nc2cccc(F)c2)c2ccccc21 (some centres undefined) do in these assays?
GRIN3A LBD mod: -5; EBI2 antag: -6; MPTP inh: -0.5; APOBEC3G inh: -7; APOBEC3A inh: 2; CXCR6 inh: 0; CCR6 antagonist: 9

What do the screens show for `Clc1ccc(N2CCN(c3ncnc4c3oc3ccccc34)CC2)cc1`?
Gli-Sufu antag: 5; GRIN3A LBD mod: 0; EBI2 antag: 1; MPTP inh: 38; APOBEC3G inh: 1; APOBEC3A inh: 3; CXCR6 inh: -2; CCR6 antagonist: -5

What do the screens show for `CCOC(=O)c1c(C)[nH]c(C)c1S(=O)(=O)N(C)CC(=O)N(C)Cc1ccccc1`?
Gli-Sufu antag: -41; GRIN3A LBD mod: 0; EBI2 antag: 1; MPTP inh: -2.4; APOBEC3G inh: 12; APOBEC3A inh: 4; CXCR6 inh: 2; CCR6 antagonist: 15

Results for COc1ccc(NC(=O)CC2CCCC2)cc1OC ?
Gli-Sufu antag: -2; GRIN3A LBD mod: 1; EBI2 antag: -10; MPTP inh: -2.1; APOBEC3G inh: 7; APOBEC3A inh: 2; CXCR6 inh: -3; CCR6 antagonist: 7

What do the screens show for `O=C(CCc1nnc2n(Cc3ccc(F)cc3)c(=O)c3ccccc3n12)N1CCN(c2ccccn2)CC1`?
Gli-Sufu antag: 7; GRIN3A LBD mod: 1; EBI2 antag: 18; MPTP inh: -0.1; APOBEC3G inh: -6; APOBEC3A inh: -3; CXCR6 inh: 27; CCR6 antagonist: 25

How did O=C(N/N=C/c1nn(-c2ccccc2)cc1-c1ccccc1)c1ccncc1 do in these assays?
Gli-Sufu antag: -11; GRIN3A LBD mod: -16; EBI2 antag: 11; MPTP inh: -1.5; APOBEC3G inh: -3; APOBEC3A inh: 2; CXCR6 inh: 11; CCR6 antagonist: 11

What do the screens show for `C#CCOCCOCCOCCNc1nc(N2CCN(C(=O)[C@H](CCC(=O)O)n3cc(C(N)CC(C)C)nn3)CC2)nc(N2CCN(C(=O)[C@H](Cc3cc4ccccc4[nH]3)n3cc(C(N)CC(C)C)nn3)CC2)n1` (some centres undefined)?
Gli-Sufu antag: 15; GRIN3A LBD mod: 0; EBI2 antag: -21; MPTP inh: -4.2; APOBEC3G inh: -8; APOBEC3A inh: 1; CXCR6 inh: -8; CCR6 antagonist: -4

Results for Cc1nn(-c2ccccc2)c(Oc2ccc(F)cc2)c1/C=N/n1cnnc1 ?
Gli-Sufu antag: 1; GRIN3A LBD mod: -1; EBI2 antag: -13; MPTP inh: -1.9; APOBEC3G inh: -2; APOBEC3A inh: 1; CXCR6 inh: 14; CCR6 antagonist: 10

How did COCc1nnc(NC(=O)c2sc3ccccc3c2Cl)s1 do in these assays?
Gli-Sufu antag: -36; GRIN3A LBD mod: -7; EBI2 antag: -13; MPTP inh: -0.6; APOBEC3G inh: -3; APOBEC3A inh: -2; CXCR6 inh: -3; CCR6 antagonist: 14

What do the screens show for `CC(OC(=O)C1=COCCO1)C(=O)Nc1cc(S(=O)(=O)N2CCCCC2)ccc1Cl` (centres undefined)?
Gli-Sufu antag: 9; GRIN3A LBD mod: -1; EBI2 antag: -7; MPTP inh: 0.5; APOBEC3G inh: -8; APOBEC3A inh: -4; CXCR6 inh: 3; CCR6 antagonist: 0

How did O=C(CCNC(=O)c1ccc(Br)cc1)Nc1ccc(S(=O)(=O)Nc2ncccn2)cc1 do in these assays?
Gli-Sufu antag: -5; GRIN3A LBD mod: 1; EBI2 antag: -4; MPTP inh: -0.6; APOBEC3G inh: -1; APOBEC3A inh: 7; CXCR6 inh: -5; CCR6 antagonist: -1

What do the screens show for `COc1ccc(C(=O)c2c[nH]c3ccccc23)cc1`?
Gli-Sufu antag: -75; GRIN3A LBD mod: -2; EBI2 antag: 12; MPTP inh: -5.9; APOBEC3G inh: -2; APOBEC3A inh: 1; CXCR6 inh: 3; CCR6 antagonist: 1

What do the screens show for `Fc1ccc(F)c(CN2CCN(c3ncccn3)CC2)c1`?
Gli-Sufu antag: 1; GRIN3A LBD mod: 0; EBI2 antag: 10; MPTP inh: 0.9; APOBEC3G inh: -6; APOBEC3A inh: -10; CXCR6 inh: 9; CCR6 antagonist: 1

How did Cc1ccc(S(=O)(=O)NNC(=O)CCC(=O)Nc2ccccc2)cc1 do in these assays?
Gli-Sufu antag: 1; GRIN3A LBD mod: -1; EBI2 antag: -11; MPTP inh: 0.0; APOBEC3G inh: -5; APOBEC3A inh: -3; CXCR6 inh: 4; CCR6 antagonist: -16

Results for CN(C(=O)CN1CCCCCC1)c1c(N)n(Cc2ccccc2)c(=O)[nH]c1=O ?
Gli-Sufu antag: -7; GRIN3A LBD mod: -1; EBI2 antag: -3; MPTP inh: -0.6; APOBEC3G inh: -5; APOBEC3A inh: -3; CXCR6 inh: 4; CCR6 antagonist: 8

How did CCOC(=O)c1c(NC(=O)CSc2nnc(-c3cccnc3)n2Cc2ccco2)sc(C)c1C do in these assays?
Gli-Sufu antag: 43; GRIN3A LBD mod: 4; EBI2 antag: 8; MPTP inh: -4.7; APOBEC3G inh: -2; APOBEC3A inh: -2; CXCR6 inh: -1; CCR6 antagonist: 5

Random excerpt: two compounds from above
How did Cc1ccc(S(=O)(=O)NNC(=O)CCC(=O)Nc2ccccc2)cc1 do in these assays?
Gli-Sufu antag: 1; GRIN3A LBD mod: -1; EBI2 antag: -11; MPTP inh: 0.0; APOBEC3G inh: -5; APOBEC3A inh: -3; CXCR6 inh: 4; CCR6 antagonist: -16

What do the screens show for `COc1ccc(C(=O)c2c[nH]c3ccccc23)cc1`?
Gli-Sufu antag: -75; GRIN3A LBD mod: -2; EBI2 antag: 12; MPTP inh: -5.9; APOBEC3G inh: -2; APOBEC3A inh: 1; CXCR6 inh: 3; CCR6 antagonist: 1
